Source: PubChem BioAssay
PAFAH2 inh – PAFAH2 (human) inhibition. recombinant PAFAH2, FP-rhodamine activity probe, fluorescence polarization. inhibition, % at 3.39 µM. 0.99% of 340,000 active. Q99487;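 active = inhibition above the mean over all tested compounds plus 3 SD, cut at about 30% in these data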;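 note: inhibitors block probe labeling of enzyme so polarization drops; 0% = enzyme with DMSO and 100% = wells lacking PAFAH2 protein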
pPAFAH FP inh – pPAFAH (human) enzyme inhibition; recombinant pPAFAH, FP-rhodamine probe fluorescence polarization; AID 463082; 1.5% of 330,000 active; inhibition, % at 3.39 µM; Q13093;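 active = inhibition above the mean inhibition across the screen plus 3 SD, cut at about 25% in these data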;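 note: inhibitors block binding of the rhodamine activity-based probe so polarization drops; 0% = enzyme with DMSO and 100% = wells lacking pPAFAH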
Target sequence (Q13093 whole entry, looked up): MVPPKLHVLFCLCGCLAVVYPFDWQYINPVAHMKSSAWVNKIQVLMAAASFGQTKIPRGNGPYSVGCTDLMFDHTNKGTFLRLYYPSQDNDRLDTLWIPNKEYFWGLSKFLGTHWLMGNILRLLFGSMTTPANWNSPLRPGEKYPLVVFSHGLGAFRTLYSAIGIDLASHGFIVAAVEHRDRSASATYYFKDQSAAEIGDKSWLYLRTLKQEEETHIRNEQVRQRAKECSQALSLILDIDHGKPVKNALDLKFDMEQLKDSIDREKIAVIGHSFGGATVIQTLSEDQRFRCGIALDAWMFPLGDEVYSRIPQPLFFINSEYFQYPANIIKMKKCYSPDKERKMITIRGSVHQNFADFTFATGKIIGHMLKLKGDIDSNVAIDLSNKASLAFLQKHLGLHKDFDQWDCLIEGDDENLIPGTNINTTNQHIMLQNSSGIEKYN
GSTO1 inh – counter-screen for RBBP9 inhibitors: inhibitors of human GSTO1 | recombinant GSTO1, activity-based probe fluorescence polarization | 1.1% of 300,000 active | inhibition, % at 5.96 µM;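 active = inhibition above the campaign mean inhibition plus 3 SD, cut at about 35% in these data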;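 note: 0% = GSTO1-1 with DMSO and 100% = wells lacking GSTO1-1 enzyme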
PAFAH1B2 inh – blocks human PAF acetylhydrolase 1b catalytic subunit 2; AID 492953; P68402; recombinant PAFAH1B2, FP-rhodamine activity probe, fluorescence polarization; inhibition, % at 3.39 µM; 1.2% of 340,000 active;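 active = inhibition above the mean of all tested compounds plus 3 SD, cut at about 24% in these data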;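 note: 0% = enzyme with DMSO and 100% = wells lacking PAFAH1B2; many of its hits are not listed in these tables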
Target sequence (P68402 whole entry, looked up): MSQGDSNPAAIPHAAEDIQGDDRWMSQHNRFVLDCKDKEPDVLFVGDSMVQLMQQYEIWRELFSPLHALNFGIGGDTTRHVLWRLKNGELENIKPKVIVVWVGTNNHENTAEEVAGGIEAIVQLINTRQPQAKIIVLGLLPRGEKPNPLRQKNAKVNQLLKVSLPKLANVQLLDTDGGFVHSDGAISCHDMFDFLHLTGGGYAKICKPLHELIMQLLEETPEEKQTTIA
PAFAH1B3 FP inh – blocks human PAF acetylhydrolase 1B catalytic subunit 3; Q15102; recombinant PAFAH1B3, FP-rhodamine probe, fluorescence polarization; AID 492972; inhibition, % at 3.39 µM; 0.28% of 340,000 active;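 active = inhibition above the screen-wide average of all tested compounds plus 3 SD, cut at about 25% in these data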;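 note: 0% = enzyme with DMSO only and 100% = wells lacking PAFAH1B3 protein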
PME-1 primary – PME-1 (human) inhibition; Q9Y570; recombinant PME-1, FP-Rh probe fluorescence polarization; inhibition, % at 5.9 µM; 0.53% of 320,000 active;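 active = inhibition above the campaign mean of all compounds plus 3 SD, cut at about 26% in these data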;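 note: competitive labeling of PME-1 active site by serine hydrolase directed probe; 0% = PME-1 with DMSO and 100% = wells lacking PME-1 enzyme; inhibitors block probe labeling so polarization falls and inhibition rises; many of its hits are not listed in these tables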
Target sequence (Q9Y570 whole entry, looked up): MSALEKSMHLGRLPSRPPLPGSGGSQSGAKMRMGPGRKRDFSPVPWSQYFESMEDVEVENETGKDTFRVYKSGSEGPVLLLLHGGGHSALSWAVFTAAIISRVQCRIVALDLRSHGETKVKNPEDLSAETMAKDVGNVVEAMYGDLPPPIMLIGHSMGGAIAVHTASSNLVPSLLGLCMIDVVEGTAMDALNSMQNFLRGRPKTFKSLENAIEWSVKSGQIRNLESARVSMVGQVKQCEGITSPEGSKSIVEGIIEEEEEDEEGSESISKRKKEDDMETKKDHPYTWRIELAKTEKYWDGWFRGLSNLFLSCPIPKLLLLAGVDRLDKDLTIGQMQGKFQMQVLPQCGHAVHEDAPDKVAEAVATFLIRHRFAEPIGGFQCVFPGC
PAD4 FP inh – PAD4 (human) enzyme inhibition; Q9UM07; recombinant PAD4, RCA probe fluorescence polarization; inhibition, % at 6.36 µM; 0.41% of 330,000 active; AID 485272;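 active = percent inhibition above a cutoff equal to the mean of all tested compounds plus 3 SD, cut at about 15% in these data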;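 note: 0% = PAD4 with RCA probe and DMSO and 100% = probe without PAD4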
LYPLA1 counter – blocks human lysophospholipase 1, a PME1 counter-screen; O75608; recombinant LYPLA1, FP-Rh probe fluorescence polarization; inhibition, % at 5.9 µM; 0.16% of 320,000 active; AID 2174;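 active = inhibition above the mean of all tested compounds plus 3 SD, set per campaign, cut at about 14% in these data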;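 note: inhibitors block serine hydrolase probe labeling of LYPLA1 so polarization falls; 0% = enzyme with DMSO and 100% = wells lacking LYPLA1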
LYPLA2 inh – blocks human lysophospholipase 2, a PME1 counter-screen. 0.38% of 320,000 active. inhibition, % at 5.9 µM. AID 2177. O95372. recombinant LYPLA2, FP-Rh probe fluorescence polarization;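 active = inhibition above the screen-wide mean plus 3 SD, limit set per campaign, cut at about 26% in these data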;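 note: 0% = LYPLA2 with DMSO and 100% = wells lacking LYPLA2 enzyme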
* hit, by the source's call; . = no result given.

nr	mol	PAFAH1B2 inh	PME-1 primary	pPAFAH FP inh	LYPLA2 inh	LYPLA1 counter	PAFAH2 inh	PAFAH1B3 FP inh	PAD4 FP inh	GSTO1 inh
1	O=C(O)CN1C(=O)c2ccc(Oc3cccc4c3C(=O)N(CC(=O)O)C4=O)cc2C1=O	-1	1	1	0	-2	1	7	-1	-2
2	COc1cccc(N(CC(=O)NC2CCCCCC2)S(=O)(=O)c2ccccc2)c1	-1	1	1	8	1	13	9	1	10
3	CCCN(CC(=O)Nc1ccc(OC)c(OC)c1)CC(=O)Nc1ccc(F)c(F)c1F	2	4	6	11	3	2	-1	3	16
4	CCOC(=O)CN1C(=O)C(Sc2n[nH]c(-c3ccccc3)n2)CCc2ccccc21 (stereo not given)	1	4	-2	5	2	-5	-5	3	-7
5	COc1ccc(NC(=O)c2cc3cc(C)ccc3n2C)c(OC)c1	0	5	7	2	-2	2	13	3	6
6	O=C(NNC(=O)c1ccccc1F)c1ccc(Cl)c(S(=O)(=O)N2CCOCC2)c1	2	2	5	2	0	-2	8	-3	.
7	O=C(CNCc1ccc(Cl)cc1)N1CCc2ccccc2C1	5	-2	3	4	2	6	-5	-6	2
8	Cc1cc(=O)[nH]c(-c2ccccc2OC(F)(F)F)n1	-3	0	0	0	1	-2	-5	-4	4
9	CCCCCC(=O)Nc1ccc(S(=O)(=O)Nc2nccnc2OC)cc1	-1	2	6	1	-1	-2	9	-4	1
10	CC(NC(=O)CN(C)CC(=O)Nc1ccc(Cl)cc1)c1ccc(F)cc1 (stereo not given)	2	.	2	.	.	-1	3	-2	.
11	CCn1ccnc1CN1CCC(n2nccc2NC(=O)c2ccccc2OC)CC1	5	1	5	6	1	4	9	-8	3
12	O=C1CSC(c2ccc(Cl)c(Cl)c2)N1c1nccs1 (stereo not given)	3	-7	6	7	-3	2	-5	1	.
13	CC(C)N(C(=O)COC(=O)CNC(=O)c1ccc(Br)cc1)c1ccccc1	11	-2	-6	2	0	2	15	6	-3
14	CCn1c2ccccc2c2cc(NC(=O)COC(=O)c3cc(S(=O)(=O)N4CCCCC4)ccc3Cl)ccc21	-4	2	0	-14	-9	-12	-10	5	-14
15	CCOC(=O)c1ccccc1N/C=C1\CCCCC1=O	3	3	5	4	-3	6	9	1	2
16	c1ccc(Cn2nnnc2CN2CCN(Cc3ccc4c(c3)OCO4)CC2)cc1	-2	-3	-2	8	7	0	-2	1	2
17	COC(=O)COc1ccc(S(=O)(=O)N2CCc3ccccc3C2)cc1	8	-11	2	-4	-4	0	0	-2	-2
18	CC(=O)Nc1ccc(S(=O)(=O)NCC(CCC(=O)O)C(F)(F)F)cc1 (stereo not given)	4	4	-2	2	6	-1	4	0	9
19	O=C(OCc1c(F)cccc1Cl)c1cnccn1	0	-3	13	1	-3	6	2	-5	-2
20	Cc1c(C)c2cc(Cl)c(O)c(CN3CCCC(C)C3)c2oc1=O (stereo not given)	1	-3	1	2	-3	6	4	-2	15
21	N/C(=N\OC(=O)c1ccc2ccccc2c1)c1ccc(Br)cc1	2	1	2	-1	-3	-6	16	-1	5
22	COc1c(Cl)cc(Cl)cc1C(=O)Nc1ccc(CN2CCCCC2)cc1	4	0	-2	-2	3	3	2	2	4
23	CCOc1ccc2nc(SCc3ccc(CC(=O)O)cc3)c(C#N)cc2c1	-1	-6	3	1	-1	6	-7	-5	-2
24	Cc1c(C(=O)n2cnc3ccccc32)cccc1[N+](=O)[O-]	4	-1	8	5	2	1	1	1	-1
25	CC(=O)c1ccc(OCC(=O)N2CCCC(Nc3ccc(C)c(C)c3)C2)cc1 (stereo not given)	0	-2	-2	0	-4	8	2	1	14
26	COc1ccc(C(=O)NC(=S)Nc2ccc(S(=O)(=O)Nc3cc(OC)nc(OC)n3)cc2)cc1	3	0	-1	11	1	-6	9	1	-4
27	N#Cc1c(NC(=O)C2CCCO2)sc2c1CCCCC2 (stereo not given)	7	0	-1	-3	3	2	8	-2	2
28	Cc1sc2ncnc(N3CCC(C(=O)Nc4ccccc4C(C)(C)C)CC3)c2c1C	3	-2	2	1	1	4	-2	-1	-1
29	O=C(O)c1cc(NS(=O)(=O)c2ccc(F)cc2)cc(NS(=O)(=O)c2ccc(F)cc2)c1	42*	.	15	.	.	32*	5	-2	.
30	Cc1ccccc1C(=O)NC1CCN(CC(=O)NCc2ccc(F)cc2)CC1	-2	0	3	7	1	2	7	7	13
31	O=C(NC(=S)Nc1cccc(S(=O)(=O)NC2=NCCC2)c1)c1cc(-c2ccco2)nc2ccccc12	-3	5	20	6	-3	3	3	-5	7
32	O=C(NCc1ccccc1Cl)c1nnc(CS(=O)(=O)c2ccccc2)o1	6	-10	3	-8	1	3	-6	-5	4
33	CN1CCN(S(=O)(=O)c2ccc3c(c2)NC(=O)CS3)CC1	19	-1	4	-1	2	-2	7	2	0
34	COc1cc2c(cc1NCc1ccc3c(c1)OCO3)oc1ccccc12	5	4	7	1	-2	0	5	-3	2
35	Cc1cc(C(=O)CN2C(=O)NC(CC(C)C)C2=O)c(C)n1C1CC1 (stereo not given)	2	.	2	.	.	3	1	1	.
36	Cc1cccc(NC(=O)CNC(=O)COc2cccnc2[N+](=O)[O-])c1C	0	2	4	2	4	-1	6	-3	.
37	COc1cccc(Nc2nc3ccccc3c(=O)[nH]2)c1	6	4	-1	-1	2	1	2	-2	-5
38	CC(Sc1nnc(C(C)N(C)C)n1-c1ccc(Cl)cc1)C(=O)Nc1ccc2c(c1)OCO2 (stereo not given)	4	4	7	-1	-2	4	4	-2	0
39	O=C(Nc1cc(=O)[nH]c2nc(-c3ccccc3)nn12)c1ccc(Cl)cc1	.	-3	-6	-2	-5	.	.	6	8
40	CCOc1c2ccc(C(=O)NCc3ccc(OC(F)(F)F)cc3)cc2nn1CC	6	4	12	-1	1	6	11	5	2
41	CCCOc1ccccc1NC(=O)c1c(-c2ccccc2)noc1C	2	0	-2	-4	1	3	7	-7	-4
42	O=C1N/C(=N/N=C/c2ccc(O)cc2)SC1Cc1ccccc1 (stereo not given)	21	2	4	-4	-2	8	0	0	-3
43	C[C@H](CO)N1C[C@H](C)[C@@H](CN(C)S(C)(=O)=O)Oc2c(NC(=O)Nc3ccccc3)cccc2C1=O	-1	.	4	.	.	6	7	5	.
44	O=C(CN1CCOCCOCCOCCOCC1)Nc1ccccc1	-2	-7	-2	-2	0	1	1	-2	8
45	COc1ccc(NC(=O)c2n[nH]c(=O)c3ccccc23)cc1S(=O)(=O)N1CCCCC1	-1	-7	-6	-1	-5	-1	4	-9	-3
46	Cc1nn(C)cc1/C=N\NC(=O)Cc1ccc([N+](=O)[O-])cc1	5	-4	-5	2	2	0	2	-6	1
47	CCc1nnc(NC(=O)c2cc(-c3ccco3)nc3ccccc23)s1	0	6	23	-9	-6	4	10	-2	11
48	CN(CC(=O)NCc1cccs1)S(=O)(=O)c1cccc2nsnc12	10	11	1	-4	-4	-2	7	-3	-3
49	O=C(COC(=O)CNC(=O)c1ccc(Cl)cc1Cl)NC(=O)NCc1ccccc1	2	2	9	1	2	3	-1	0	8
50	CCN(CC)C(=O)C1CCCN(c2ncnc3c2cnn3-c2cccc(C)c2)C1 (stereo not given)	-6	4	4	8	4	-1	0	-5	-6

Going on with the list.
nr	mol	PAFAH1B2 inh	PME-1 primary	pPAFAH FP inh	LYPLA2 inh	LYPLA1 counter	PAFAH2 inh	PAFAH1B3 FP inh	PAD4 FP inh	GSTO1 inh
51	Cc1cccc(-n2c(CNC(=O)c3ccc(S(=O)(=O)N4CCCCC4)cc3)n[nH]c2=S)c1	19	5	2	79*	0	-14	0	-2	7
52	Cc1cccc(NC(=O)CSc2nnc(NC(=O)C3CC3)s2)c1C	0	-10	-1	-2	-1	-8	6	-5	5
53	COc1ccc(S(=O)(=O)N(C)c2ccc(C(=O)NCC3CCCO3)cc2)cc1 (stereo not given)	-3	3	0	10	0	-1	3	-1	3
54	CCC(=O)c1ccc(OCC(=O)Nc2ccccc2C(=O)NC2CC2)cc1	-3	-108	-3	-4	-3	0	-1	-10	.
55	COC(=O)C(O)(CC(=O)Nc1ccc(OC(F)(F)F)cc1)C(F)(F)F (stereo not given)	6	4	4	4	1	0	4	-5	4
56	O=C(NCc1ccccc1Cl)C(=O)c1c[nH]c2ccccc12	-3	-4	1	1	-9	-2	2	-2	-5
57	CCOC(=O)N1CCN(C(=O)COC(=O)CN(C)S(=O)(=O)c2ccc(NC(C)=O)cc2)CC1	3	1	3	1	1	1	11	-3	2
58	COc1ccc(NS(=O)(=O)c2ccc(OC)c(NC(=O)CNC(=O)c3ccc(OC)cc3)c2)cc1	2	-4	18	-10	-2	-8	-1	-3	.
59	c1ccc(-c2nn3c(C4CCCCC4)nnc3s2)nc1	0	-1	3	7	3	4	-1	4	-7
60	O=C(CSc1cccs1)Nc1ccc(Cl)cc1	-1	5	-1	-5	0	-3	5	0	5
61	CN(C(=O)NC(=O)C1=C(N2CCOCC2)/C(=C/c2ccccc2)CC1)S(C)(=O)=O	5	4	4	2	4	4	8	0	0
62	Cc1cc(C(=O)Nn2cnnc2)cs1	6	-2	-7	1	-1	-2	-1	-1	-4

Results in PME-1 primary, LYPLA1 counter and pPAFAH FP inh, for 2 of the compounds above:
# | SMILES | PME-1 primary | LYPLA1 counter | pPAFAH FP inh
32 | O=C(NCc1ccccc1Cl)c1nnc(CS(=O)(=O)c2ccccc2)o1 | -10 | 1 | 3
19 | O=C(OCc1c(F)cccc1Cl)c1cnccn1 | -3 | -3 | 13

A run of entries from further up, for reference:
nr	mol	PAFAH1B2 inh	PME-1 primary	pPAFAH FP inh	LYPLA2 inh	LYPLA1 counter	PAFAH2 inh	PAFAH1B3 FP inh	PAD4 FP inh	GSTO1 inh
49	O=C(COC(=O)CNC(=O)c1ccc(Cl)cc1Cl)NC(=O)NCc1ccccc1	2	2	9	1	2	3	-1	0	8
50	CCN(CC)C(=O)C1CCCN(c2ncnc3c2cnn3-c2cccc(C)c2)C1 (stereo not given)	-6	4	4	8	4	-1	0	-5	-6
51	Cc1cccc(-n2c(CNC(=O)c3ccc(S(=O)(=O)N4CCCCC4)cc3)n[nH]c2=S)c1	19	5	2	79*	0	-14	0	-2	7
52	Cc1cccc(NC(=O)CSc2nnc(NC(=O)C3CC3)s2)c1C	0	-10	-1	-2	-1	-8	6	-5	5
53	COc1ccc(S(=O)(=O)N(C)c2ccc(C(=O)NCC3CCCO3)cc2)cc1 (stereo not given)	-3	3	0	10	0	-1	3	-1	3
54	CCC(=O)c1ccc(OCC(=O)Nc2ccccc2C(=O)NC2CC2)cc1	-3	-108	-3	-4	-3	0	-1	-10	.
55	COC(=O)C(O)(CC(=O)Nc1ccc(OC(F)(F)F)cc1)C(F)(F)F (stereo not given)	6	4	4	4	1	0	4	-5	4
56	O=C(NCc1ccccc1Cl)C(=O)c1c[nH]c2ccccc12	-3	-4	1	1	-9	-2	2	-2	-5
57	CCOC(=O)N1CCN(C(=O)COC(=O)CN(C)S(=O)(=O)c2ccc(NC(C)=O)cc2)CC1	3	1	3	1	1	1	11	-3	2
58	COc1ccc(NS(=O)(=O)c2ccc(OC)c(NC(=O)CNC(=O)c3ccc(OC)cc3)c2)cc1	2	-4	18	-10	-2	-8	-1	-3	.
59	c1ccc(-c2nn3c(C4CCCCC4)nnc3s2)nc1	0	-1	3	7	3	4	-1	4	-7

Some of the compounds tested. The share of hits here may be higher or lower than overall.
